# XIAP antagonists: small molecules displacing peptide from XIAP – biochemical, IAP family, fluorescence polarization (AID 1018). XIAP BIR domain, fluorescence polarization peptide displacement; higher % means a stronger effect. displacement, % at 20 µM, or IC50 in µM where a hit was titrated. 200,000 tested, 0.007% active; in the data active = displacement above about 50%; note: a part of the inactive calls stands beside numbers as strong as those of hits
# WT yeast gro inh: growth inhibition of WT yeast, mitochondrial fusion screen; inhibition, % at 10 µM; mitochondrial fusion phenotypic screen, WT strain; 190,000 tested, 2.1% active; in the data active = inhibition above about 58%; tested in S. cerevisiae
# Autophagy mod: alters autophagy in cells | 190,000 tested, 0.98% active | MEF GFP-LC3 puncta imaging; test concentration mostly 10 µM | calls only at 10 µM (by protocol);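 active = percentage of spot-positive cells more than 3 SD above its plate mean, without a fluorescence outlier flag or 80% toxicity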;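 note: spot-positive cell cutoff set from DMSO-treated cells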
# Ins promoter up: MIN6 insulin promoter up-regulation; MIN6 insulin promoter-GFP reporter, high-content imaging; active compounds read high; z-score at 5 µM; 190,000 tested, 0.3% active; AID 1625;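 active = z-score above 3 at 5 µM with at least 500 cells counted in the well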
# ER stress rescue: rescue of cells from ER stress-induced death, primary screen, 384-well, CSM14.1, thapsigargin, ATP luminescence (AID 1222). 190,000 tested, under 10 active. cellular ATP content (survival), % at 20 µM; hits with a dose series show EC50 in µM. CSM14.1 thapsigargin-induced death rescue, ATP luminescence; higher % means a stronger effect;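 active = EC50 below 50 µM in the dose-response confirmation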;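 note: death triggered by thapsigargin at about 15 µM added after 2 h compound pretreatment; cell ATP read after overnight thapsigargin exposure of roughly 18 to 22 hours; normalized against plate controls of thapsigargin alone and 5% DMSO vehicle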
# Hep lipid drop: modulators of hepatic lipid droplet formation | AML12 mouse hepatocytes, oleate lipid droplets, BODIPY imaging | inhibition, % at 6.5 µM | 240,000 tested, 0.4% active;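 active = lipid droplet intensity inhibited by at least 50%, with more than 500 cells counted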
#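 Assay system: AML12 hepatocytes (mouse); Probe or stimulus: oleic acid at 100 µM to induce lipid droplet formation; Dosing: compound at 6.5 µM only; Schedule: compound with oleate, overnight; Detection: fluorescence imaging, 20x objective, two fields per well; Measure: % inhibition of lipid droplet signal.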
# MT stabilizer: microtubule stabilizers in HeLa cells; 200,000 tested, 0.83% active; % tubulin-high responders, % at 10 µM; HeLa tubulin immunostaining HCS, 24 h; share of cells brighter than vehicle mean+2SD; AID 2205;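 active = plate Z-score above 3 for both tubulin-high and condensed-nucleus cell shares, with cell loss under 80%, at 10 µM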;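 note: anti alpha tubulin signal scored within the nucleus-defined area of each cell; some results filed as inactive read as strong as hits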
# bCat nuc transl: modulators of beta-catenin nuclear translocation; HeLa beta-catenin nuclear translocation, immunofluorescence imaging; nuclear translocation activity, % at 5 µM; 190,000 tested, 0.3% active; AID 1665;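 active = nuclear translocation activity above 50% at 5 µM, with a well cell count of 50 or more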;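 note: per-cell ratio of nuclear to cytoplasmic median beta-catenin stain intensity; plate controls were DMSO negative control for no effect and GSK-3 inhibitor IX positive control for full effect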
#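 Assay system: human HeLa cells, native beta-catenin; doses: 5 µM primary, 0.02–20 µM confirmation; incubation: compound treatment 24 h, 37°C, 5% CO2; technique: fluorescence imaging of beta-catenin antibody stain plus DAPI; measure: % activation, nuclear-to-cytoplasmic median beta-catenin signal ratio per cell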
# Dynein cargo inh: dynein cargo transport inhibition; 3617.4 mouse cells, GR-EGFP nuclear translocation imaging; test concentration mostly 20 µM; stimulated with dexamethasone, 1 µM; active compounds read low; z-score, hits read low; 220,000 tested, 0.47% active; AID 1381;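 active = plate z-score of nuclear minus cytoplasmic receptor signal below a set negative limit, without overly bright fluorescence or cell loss, cut at about -3.5 in these data, passing the limit was not always enough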;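 note: z-score of nuclear minus cytoplasmic ring GR-EGFP intensity difference per well; some compounds called inactive have numbers as strong as hits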
#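 Buffer or medium: tet-free, stripped-serum medium; Also added: dexamethasone, 1.0 µM final; Technique: high-content fluorescence imaging after fixation; Times: 48 h induction, 1 h compound, 30 min dex at 37 °C; Read-out: per-cell GR-EGFP intensity, nucleus versus surrounding cytoplasmic ring, well-averaged.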
# WT yeast gro inh mutant strain: second read-out of WT yeast gro inh, no call of its own (marks repeat the call); inhibition, %; mitochondrial fusion phenotypic screen, mutant strain inhibition
# Dynein cargo inh cytoplasmic EGFP: second read-out of Dynein cargo inh, no call of its own (marks repeat the call); z-score; measured here: cytoplasmic GR-EGFP intensity; active compounds read high
# Dynein cargo inh nuclear GR-EGFP: also measured in Dynein cargo inh; calls as there; z-score; measured here: nuclear GR-EGFP intensity;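 lower value marks the stronger effect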
# Dynein cargo inh cell count: further read-out of Dynein cargo inh, marked with its call; z-score; measured here: cell count per field
# Ins promoter up cell count: also measured in Ins promoter up; calls as there; cell count; measured here: cytotoxicity, nuclei count;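 total cells summed across four imaged fields per well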
# Hep lipid drop cells 6.5 µM: also measured in Hep lipid drop; calls as there; cell count; measured here: cell count, cytotoxicity flag;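 cells counted across two imaged fields per well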
# bCat nuc transl cell count 5 µM: also measured in bCat nuc transl; calls as there; cell count; measured here: cell count, cytotoxicity flag
# MT stabilizer Hoechst-high %: recorded beside MT stabilizer, whose call it bears; % Hoechst-high responders; measured here: nuclear condensation Hoechst responders;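 share of cells brighter than vehicle mean plus two SD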
# MT stabilizer cytotoxicity %: also measured in MT stabilizer; calls as there; toxicity, %; measured here: cytotoxicity by cell density;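 0% = mean cell density of plate MIN control wells and 100% = no cells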
# Autophagy mod cell loss 18 h: second read-out of Autophagy mod, no call of its own (marks repeat the call); toxicity, %; measured here: cell loss, nuclei count;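 cell loss after 18 h compound exposure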
# An asterisk follows results filed as active; i = inactive; x = not tested or not shown.
SMILES,XIAP antagonists,WT yeast gro inh,WT yeast gro inh mutant strain,Autophagy mod,Autophagy mod cell loss 18 h,Ins promoter up,Ins promoter up cell count,ER stress rescue,Hep lipid drop,Hep lipid drop cells 6.5 µM,MT stabilizer,MT stabilizer Hoechst-high %,MT stabilizer cytotoxicity %,bCat nuc transl,bCat nuc transl cell count 5 µM,Dynein cargo inh,Dynein cargo inh cytoplasmic EGFP,Dynein cargo inh nuclear GR-EGFP,Dynein cargo inh cell count
Cc1nn(C)c(C)c1S(=O)(=O)N(CC(=O)Nc1ccc2c(c1)OCO2)c1ccc(C(C)C)cc1,0.6%,10.8,0.0,i,9.2,-0.07,1352,5.2%,-1.1,764,3.3,2.4,6.9,-4.6,1276,-0.135,-0.204,0.262,0.453
COc1ccc(OC)c(-n2cnnn2)c1,1.3%,x,x,i,-1.5,0.03,1043,-1.9%,x,x,2.3,1.1,8.2,-2.1,1166,1.06,-0.191,0.494,-0.697
Cc1ccc(NCC(=O)N/N=C/c2ccc(C(=O)O)cc2)cc1,x,x,x,x,x,0.87,918,x,1.7,730,x,x,x,0.2,1418,-0.833,-0.213,-0.027,1.3
CCOC(=O)C1C(=O)CC(=O)CC1CC(C)SCC (stereo not drawn),-6.0%,8.1,6.8,i,2.0,0.33,1333,0.1%,-21.9,654,3.4,1.8,4.6,-1.0,1085,0.523,-0.25,0.421,0.703
C#CCOCCOCCOCCNc1nc(N2CCN(C(=O)[C@H]([C@@H](C)CC)n3cc([C@@H](N)CO)nn3)CC2)nc(N2CCN(C(=O)[C@H](CCCCN)n3cc([C@@H](N)CC(C)C)nn3)CC2)n1,-2.9%,-7.5,2.1,i,8.0,0.06,1526,-0.5%,-1.7,678,2.6,1.8,2.8,-1.7,1198,0.257,-0.0919,0.582,-1.83
CCOc1ccc(NC(=O)Nc2ccc3c(c2)nnn3C)cc1,-2.7%,15.5,19.8,i,-5.4,0.48,1915,-2.3%,-19.7,669,5.7,4.0,6.3,-1.4,1047,0.425,0.0667,0.532,-0.0701
COCCn1nnnc1C(c1ccccc1)N1CCN(Cc2ccc3c(c2)OCO3)CC1 (stereo not drawn),-1.7%,-25.5,-2.1,i,-15.0,-0.98,1184,-1.5%,x,x,2.0,2.8,9.9,-0.7,1164,1.77,-0.0702,1.5,-1.41
CN(C)CCNC(=O)COc1ccc(Cl)cc1Cl,-36.9%,-20.8,-12.5,i,-47.3,0.05,1254,-3.3%,-10.0,745,2.8,2.6,6.1,-4.9,568,-0.944,0.0956,0.074,0.939
C=CCN(C(=O)Cn1ncc2c1-c1cc(C)ccc1OC2)c1ccccc1,-2.6%,10.2,19.7,x,x,-0.13,2000,1.9%,-3.6,600,5.6,2.0,9.7,-2.5,1105,-1.07,0.102,-0.463,0.26
O=C(c1ccc(Cl)c([N+](=O)[O-])c1)N(c1ccccn1)c1ccccn1,-9.3%,4.6,-2.2,i,-11.7,0.16,1279,-2.8%,9.1,608,3.6,2.2,5.9,-1.2,904,-0.324,-0.139,-0.393,0.0722
CCOC(=O)c1[nH]c2ccc(F)cc2c1NC(=O)CN1CCN(C/C=C/c2ccccc2)CC1,-1.5%,1.5,12.0,i,45.4,-0.93,648,-0.3%,x,x,9.3,1.2,0.9,4.1,1384,-0.789,-0.19,-0.288,0.582
COc1ccc(N(C(=O)/C=C/C(=O)Nc2cc(C)on2)C(C(=O)NC2CCCC2)c2ccccc2C)cc1 (stereo not drawn),-2.8%,-40.0,0.5,i,-1.3,-0.42,1354,-1.1%,-17.3,613,5.1,4.6,2.2,1.2,930,-2.79,0.245,-1.63,0.809

# Given with two lines to a compound: four of the compounds above
# Values run as follows: XIAP antagonists | WT yeast gro inh | WT yeast gro inh mutant strain | Autophagy mod | Autophagy mod cell loss 18 h | Ins promoter up | Ins promoter up cell count | ER stress rescue | Hep lipid drop | Hep lipid drop cells 6.5 µM | MT stabilizer | MT stabilizer Hoechst-high % | MT stabilizer cytotoxicity % | bCat nuc transl | bCat nuc transl cell count 5 µM | Dynein cargo inh | Dynein cargo inh cytoplasmic EGFP | Dynein cargo inh nuclear GR-EGFP | Dynein cargo inh cell count
> C=CCN(C(=O)Cn1ncc2c1-c1cc(C)ccc1OC2)c1ccccc1
→ -2.6% | 10.2 | 19.7 | x | x | -0.13 | 2000 | 1.9% | -3.6 | 600 | 5.6 | 2.0 | 9.7 | -2.5 | 1105 | -1.07 | 0.102 | -0.463 | 0.26
> O=C(c1ccc(Cl)c([N+](=O)[O-])c1)N(c1ccccn1)c1ccccn1
→ -9.3% | 4.6 | -2.2 | i | -11.7 | 0.16 | 1279 | -2.8% | 9.1 | 608 | 3.6 | 2.2 | 5.9 | -1.2 | 904 | -0.324 | -0.139 | -0.393 | 0.0722
> CCOC(=O)c1[nH]c2ccc(F)cc2c1NC(=O)CN1CCN(C/C=C/c2ccccc2)CC1
→ -1.5% | 1.5 | 12.0 | i | 45.4 | -0.93 | 648 | -0.3% | x | x | 9.3 | 1.2 | 0.9 | 4.1 | 1384 | -0.789 | -0.19 | -0.288 | 0.582
> COc1ccc(N(C(=O)/C=C/C(=O)Nc2cc(C)on2)C(C(=O)NC2CCCC2)c2ccccc2C)cc1 (stereo not drawn)
→ -2.8% | -40.0 | 0.5 | i | -1.3 | -0.42 | 1354 | -1.1% | -17.3 | 613 | 5.1 | 4.6 | 2.2 | 1.2 | 930 | -2.79 | 0.245 | -1.63 | 0.809

# Additional entries:
SMILES,XIAP antagonists,WT yeast gro inh,WT yeast gro inh mutant strain,Autophagy mod,Autophagy mod cell loss 18 h,Ins promoter up,Ins promoter up cell count,ER stress rescue,Hep lipid drop,Hep lipid drop cells 6.5 µM,MT stabilizer,MT stabilizer Hoechst-high %,MT stabilizer cytotoxicity %,bCat nuc transl,bCat nuc transl cell count 5 µM,Dynein cargo inh,Dynein cargo inh cytoplasmic EGFP,Dynein cargo inh nuclear GR-EGFP,Dynein cargo inh cell count
O=C(Nc1ccc(-c2nc3ccc(NC(=O)c4cccs4)cc3[nH]2)cc1)c1cccs1,-7.4%,-7.0,-13.7,i,-6.3,-2.11,878,2.7%,-8.3,704,2.7,1.2,3.2,1.5,1178,-1.26,3.34,-0.000843,-2.06
COc1ccc(CCN(C)C(=O)CCc2nnc(-c3ccccc3)o2)cc1OC,-10.7%,x,x,i,-9.4,0.17,1463,0.2%,-7.5,642,2.7,2.4,4.2,-0.3,981,0.898,-0.167,0.657,-0.944
Cc1nc2cc(-c3ccccc3)ccc2o1,-7.0%,10.5,-2.3,i,21.6,0.78,864,-0.7%,x,x,2.9,2.0,4.3,1.8,1183,-0.126,-0.293,0.58,0.566
CN(C)S(=O)(=O)c1ccc(N2CCCC2)c(C(=O)NC(c2ccccc2)c2ccccc2)c1,-8.9%,14.8,-5.1,i,-1.5,-0.47,844,-2.3%,-10.7,790,2.0,2.0,6.0,1.6,1158,-0.94,0.5,-0.249,0.981
O=C(Oc1ccc(Cl)c2cccnc12)c1cccc([N+](=O)[O-])c1,1.9%,13.2,1.3,i,-1.1,-0.13,1226,-2.6%,13.9,654,5.6,2.2,3.5,2.0,999,0.436,-0.253,0.336,0.197
CC(C)Nc1nc(SCC(=O)Nc2ccccc2)nc(N2CCOCC2)n1,-3.4%,-7.2,4.1,i,28.6,-0.88,1363,x,17.4,654,3.7,1.6,9.9,x,x,1.08,-0.264,0.344,-0.803
Cc1ccc2c(c1)NCC(C(=O)NC1CCCCC1)O2 (stereo not drawn),-4.7%,-14.3,0.0,i,-4.5,-0.57,1614,2.1%,x,x,5.5,3.0,5.6,-2.1,1390,-1.07,-0.204,-0.371,0.52
CNC(=O)COc1ncnc2sccc12,-2.7%,-3.2,-3.0,i,-10.4,x,x,-0.6%,13.6,827,1.8,1.9,3.6,x,x,0.242,-0.126,0.813,0.932
O=C(NC1CCCCC1)c1sc(=S)n2c1[nH]c(=O)c1ccccc12,-1.1%,64.1*,35.7*,i,-12.5,-0.22,1430,-1.3%,x,x,2.7,2.2,6.7,4.3,1371,-0.222,-0.0299,0.216,-0.347

# 2 records picked at random from the list so far:
SMILES,XIAP antagonists,WT yeast gro inh,WT yeast gro inh mutant strain,Autophagy mod,Autophagy mod cell loss 18 h,Ins promoter up,Ins promoter up cell count,ER stress rescue,Hep lipid drop,Hep lipid drop cells 6.5 µM,MT stabilizer,MT stabilizer Hoechst-high %,MT stabilizer cytotoxicity %,bCat nuc transl,bCat nuc transl cell count 5 µM,Dynein cargo inh,Dynein cargo inh cytoplasmic EGFP,Dynein cargo inh nuclear GR-EGFP,Dynein cargo inh cell count
Cc1nc2cc(-c3ccccc3)ccc2o1,-7.0%,10.5,-2.3,i,21.6,0.78,864,-0.7%,x,x,2.9,2.0,4.3,1.8,1183,-0.126,-0.293,0.58,0.566
Cc1ccc2c(c1)NCC(C(=O)NC1CCCCC1)O2 (stereo not drawn),-4.7%,-14.3,0.0,i,-4.5,-0.57,1614,2.1%,x,x,5.5,3.0,5.6,-2.1,1390,-1.07,-0.204,-0.371,0.52
